Compound activity as filed in PubChem.
HT1080 IDH1KD tx – toxicity to HT-1080 IDH1 knockdown cells (counter line) | HT-1080 IDH1 knockdown viability, ATP luminescence, 48 h | Potency, µM (highest dose often 46.1 µM), without a hit: at the highest dose activity, negative = toxicity, usual class: cytotoxic | actives 2% (n = 360,000) | AID 686971;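 note: potency is the fitted concentration of half-maximal effect; 0% = DMSO wells and -100% = cell-free medium wells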
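After a 2 h attachment period, IDH1KD HT-1080 cells took pin-transferred compound for 48 h at 37 °C; ATP-based luminescence after 10 min room-temperature reagent incubation reported viability.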
S2 tox – reduces viability in counter-screen for ATXN expression inhibitors. S2 cells (HEK-293 line with an ATXN2-luciferase reporter) viability, CellTiter-Fluor protease fluorescence, 24 h. Potency, µM (series often up to 56.7 µM), most hits filed as cytotoxic. actives 0.49% (n = 400,000); note: potency is the fitted concentration of half-maximal effect; nearly all actives have a fitted effect of over 40% in size
SW480 rereplic – DNA re-replication induction in SW480 cells. SW480 DNA re-replication, Hoechst DNA content imaging, 48 h. Potency, µM (top dose mostly 46.1 µM), for inactives: at the highest dose re-replication activation, usual class: activators. actives 1.8% (n = 340,000); note: potency is the fitted concentration of half-maximal effect; % of control where 0% means no effect; nearly all actives have a fitted effect of over 55% in size
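First, 250 cells per well were seeded. Next, compound or vehicle (23 nL) was pinned in, plates sat 48 hr at 37 C. Finally Hoechst was added for 40 min before fluorescence scanning.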
HT1080NT lethal – kills 2HG-producing HT-1080-NT fibrosarcoma cells. HT-1080-NT fibrosarcoma viability, CellTiter-Glo ATP luminescence, 48 h. AID 686970. Potency, µM (highest dose often 46.1 µM), without a hit: at the highest dose activity, negative = less viability, actives largely listed as cytotoxic. actives 1.6% (n = 360,000);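 note: NT is the 2HG producing partner of a matched IDH1 knockdown line; potency is the fitted concentration of half-maximal effect; 0% = DMSO-treated cells and -100% = media-only wells without cells; nearly all actives have a fitted effect of over 55% in size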
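Viability by CellTiter-Glo luminescence after 48 h compound exposure at 37C of HT-1080-NT cells (750/well, RPMI, 5% FBS). % activity scaled between DMSO wells and medium-only wells, then curve-fitted and categorized by curve class.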
ATXN2 expr inh – reduces ATXN2 reporter expression in HEK-293 cells. HEK-293 ATXN2-luciferase reporter, luminescence, 24 h. Potency, µM (top dose mostly 57 µM), inactives show top-dose activity change, negative = inhibition, actives largely listed as inhibitors. actives 0.72% (n = 360,000); note: potency is the fitted concentration of half-maximal effect; % is set by controls: 0 for no effect and ±100 for the full control effect; nearly all actives have a fitted effect of over 55% in size
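qHTS (up to 57 uM final) was run with 24 h compound exposure of reporter cells at 37 °C. Each well was multiplexed: SteadyGlo luminescence measured ATXN2-luciferase expression after a fluorogenic Gly-Phe-AFC viability readout (25 uM final).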
MCF10A rereplic – DNA re-replication induction in MCF 10a cells; MCF 10A DNA re-replication, Hoechst nuclear intensity, 48 h; Potency, µM (titrated, usually from 46.1 µM), without a hit: at the top dose activity, positive = re-replication, most hits filed as activators; actives 2.9% (n = 350,000); AID 624296; note: potency is the fitted concentration of half-maximal effect; % of control where 0% means no effect; nearly all actives have a fitted effect of over 50% in size
IL-1B inflam inh – inflammasome signaling inhibition, IL-1 beta readout | activity change, % at 57.5 µM | THP-1 LPS/ATP IL-1B secretion, AlphaLISA, 16 h; active compounds read low | actives 4.7% (n = 360,000) | AID 743279; in the data active = activity change below about -50%; inconclusive = mostly about -30% to -49%; note: % is set by controls: 0 for no effect and ±100 for the full control effect
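THP-1 cells pretreated 1 hr with compounds (up to 57.5 uM final), then stimulated with LPS (250 ng/mL final) plus ATP (1.25 mM final); secreted IL-1B measured by AlphaLISA after 16 hr, decreased signal indicating inhibition.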
KB-3-1 tox – kills parental KB-3-1 adenocarcinoma cells; KB-3-1 viability, CellTiter-Glo ATP luminescence, 72 h; Potency, µM (series often up to 46.1 µM), without a hit: at the top dose activity change, negative = cytotoxic, actives largely listed as cytotoxic; actives 1.4% (n = 400,000); AID 1347075; note: potency is the fitted concentration of half-maximal effect; % is set by controls: 0 for no effect and ±100 for the full control effect; nearly all actives have a fitted effect of over 60% in size
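KB-3-1 cells, DMEM (no phenol red) + 10% FBS; compound by pin transfer, 72 h, 37 °C. Readout: CellTiter-Glo luminescence after 10 min. Data normalized, curve-fitted.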
HepG2 viability – HepG2 cytotoxicity, counter-screen for TGF-b inhibitors | HepG2 CAGA-GFP viability, ATP luminescence, 18 h | Potency, µM (highest dose often 46.1 µM), for inactives: at the top dose activity change, negative = cytotoxicity, actives largely listed as cytotoxic | actives 0.76% (n = 410,000); note: potency is the fitted concentration of half-maximal effect; some results filed as inactive show a strong effect at the top dose
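CellTiter-Glo luminescence gave cytotoxicity after 18 hours at 37 degrees C. The cells were HepG2 CAGA-GFP in 1% FBS DMEM, stimulated with 500 pg/mL TGF-beta after compound addition. %Activity was normalised to no-cell wells (complete cell-killing) and DMSO (no toxicity), and curves were fitted and classified.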
* hit, by the source's call; i = inactive; ? = inconclusive; . = no result given; & = joins results of further samples; [ ] = remark or other dose. Unless noted, calls come from the whole dose curve; as a rule, active = well fitted curve in the direction sought with a large enough effect; inconclusive = small, poorly fitted or top-dose-only effect, or another doubt; inactive = no such curve, though single readings can be large; an effect the other way counts as inactive or inconclusive.

SMILES	HT1080 IDH1KD tx	S2 tox	SW480 rereplic	HT1080NT lethal	ATXN2 expr inh	MCF10A rereplic	IL-1B inflam inh	KB-3-1 tox	HepG2 viability
CC(=O)N1CCc2c(sc3c2c(=O)n(-c2ccc(C)cc2)c(=O)n3Cc2ccccc2C)C1	.	?	.	.	-31%	.	.	0%	-15%
Cc1c(CC(=O)O)c(=O)oc2c(C)c(OCc3ccc(F)cc3Cl)ccc12	2%	i	-4%	-2%	7%	4%	28	15%	6%
COc1ccc(C(=O)NNC(=O)Nc2ccc(Cl)cc2)cc1	-21%	i	?	-12%	-1%	0%[9.22 µM]	-8	4%	9%
O=C(OCCOCCN=C1NS(=O)(=O)c2ccccc21)c1ccc(F)cc1	1%	i	13%	-2%	9%	6%	36	5%	-4%
O=C(Nc1cccc(-n2cnnn2)c1)c1ccncc1	0%	i	-9%	2%	.	-12%	15	?	-20%
CCOc1ccc(NC(=O)COc2nsnc2N2CCOCC2)cc1	10%	i	-17%	8%	.	1%	7	4%	0%
COc1ccc(C(=O)C2CCCN(Cc3cccn3-c3cccnc3)C2)cc1OC (stereo unspecified)	1%	i	20%	3%	.	-13%	0	3%	-9%
O=C(CSc1nnnn1Cc1ccccc1)Nc1ccccc1	2%	i	-11%	-2%	3%	-8%	-1	-1%	11%
O=C(CS(=O)(=O)c1c[nH]c2ccccc12)Nc1ccc2c(c1)OCCO2	-5%	i	2%	2%	37%	-3%	0	1%	1%
Cn1c2ccccc2c2nnc(SC3CCOC3=O)nc21 (stereo unspecified)	0%	i	-5%	2%	-1%	0%	-7	-8%	-2%
CCOCCCNC(=O)c1ccc2c(c1)ncn2C1CCCC1	-6%[9.24 µM]	i	-4%	-4%	24%	0%	9	4%	-1%
CC(C)CNC(=O)c1c(F)c(F)c(F)c(F)c1F	4%	i	-11%	-1%	15%	3%	17	-1%	0%
CCc1ccccc1NC(=O)c1ccc(NCCc2ccccc2)c([N+](=O)[O-])c1	13%	i	-2%	2%	1%	9%	-6	-3%	-10%
Nc1ccc2c(c1)-c1ccc(F)cc1C2=O	22%	i	-2%	13%	14%	0%	?	2%	8%
O=S(=O)(N/N=C\c1cccn1-c1ccccc1)c1ccc2ccccc2c1	-12%	i	3%	-15%	-19%	?	5	0%	-30%
O=C(Nc1ccc(C(=O)N2CCOCC2)cc1)Nc1cccc(Cl)c1	-12%	i	2%&4%	-5%	-7%	?	?	-8%	-6%
COC(=O)c1cc(NC(=O)c2ccccc2)c(=O)oc1/C=C/Nc1ccc(Oc2ccccc2)cc1	2%	i	1%	7%	-21%	22%	18	12%	2%
Cc1ccc(-n2c(C)nnc2SCC(=O)Nc2ccccc2)cc1	0%	i	-1%	-4%	-5%	-5%	-6	13%	-30%
O=C(Nc1nnc([C@H]2C[C@H](O)[C@@H](CO)O2)s1)NC(c1ccccc1)c1ccccc1	-5%	i	.	-12%	-5%	.	12	-8%	-16%
CC(=O)c1ccc(Oc2nc(C)nc3c2oc2ccccc23)cc1	.	i	.	.	-14%	.	.	18µM*	-24%
COCCNC(=O)C1CCCN(S(=O)(=O)c2ccc3c(c2)CC(C)N3C(=O)C2CC2)C1 (stereo unspecified)	4%	i	-4%	3%	1%	8%	-1	2%	-3%
COc1ccccc1-c1cc2ccccc2[nH]1	4%	i	0%	-1%	35%	2%	6	10%	-9%
CCC(=O)Nc1cc2nn(-c3ccc(OC)cc3)nc2cc1C	7%	i	-1%	12%	?	2%	-24	6%	-52%
CCCN=C(C)c1c(-c2ccccc2)[nH]n(-c2nc3ccccc3s2)c1=O	6%	i	11%	14%	6%	27%	-5	11%	-3%
COc1cccc2cc(C(C)N(CCCN3CCOCC3)C(=S)Nc3ccc(C)c(C)c3)oc12 (stereo unspecified)	-16%	i	-11%	-17%	-18%	2%	-9	-2%	-9%
Cc1cc(C(F)(F)F)n2nc(-c3cccs3)cc2n1	3%	i	7%	-1%	50%[activator]	-1%	28	?	-3%
Cc1ccc(Cn2c(SCC(C)C)nc3c2c(=O)n(C)c(=O)n3C)cc1	-6%	i	-23%	-1%	-7%	-181%[0.0737 µM]	-28	-9%	-5%
O=C(N/C(=C\c1ccco1)C(=O)N1CCCC1)c1cccs1	7%	i	-2%	8%	-5%	-4%	-5	-6%	-18%
Cc1ccc(C(=O)NCC(=O)OCC(=O)Nc2ccc(Cl)cc2C(F)(F)F)cc1C	12%	i	0%	7%	-6%	1%	8	-2%	-2%
CC1(c2nnc(-c3ccncc3)o2)CC(c2ccc([N+](=O)[O-])cc2)=NO1 (stereo unspecified)	3%	i	-5%[9.22 µM]	-2%	-2%	-8%	?	-17%	-33%
O=C(O)c1ccc(N2CC3CC(C2)c2cccc(=O)n2C3)c(NC(=S)Nc2ccc(Br)cc2)c1 (stereo unspecified)	-15%	i	1%	-11%	-4%	1%	-1	-7%	-14%
O=C(NCCN1CCOCC1)c1ccc(Cl)c(S(=O)(=O)N2CCCC2)c1	-1%	i	-5%	0%	-13%	?	5	.	-7%
Cc1nn(-c2nc(-c3ccc(F)cc3)cc(C(F)(F)F)n2)c(C)c1Br	.	i	.	.	6%	.	.	-10%	-36%
COc1ccc(C)cc1NC(=O)NNC(=O)c1ccoc1C	-3%	i	-3%	-2%	10%	?	0	10%	0%
C(=NN=C1c2ccccc2-c2ccccc21)c1ccc2c(c1)OCO2	1%	i	2%	0%	21%	9%	-6	-12%	-12%
COc1cccc(Cn2cc(C(=O)c3ccc(Cl)cc3)c(=O)c3ccccc32)c1	.	?	.	.	-17%	.	.	0%	-25%
O=C(CSc1nc2ccccc2s1)Nc1ccc2c(c1)OCO2	-6%	i	-5%	-2%	.	12%	51	1%	-2%
COc1cccc(CNC(=O)c2ccc(CS(=O)Cc3ccccc3Cl)o2)c1 (stereo unspecified)	-1%	i	.	1%	.	.	-12	2%	1%
C=CCN(CC=C)S(=O)(=O)c1ncn[nH]1	3%	?	-9%	3%	5%	-1%	12	9%	7%
COCC(=O)N1CCC(Oc2ccc(C(=O)N3C[C@@H](C)O[C@@H](C)C3)cc2)CC1	6%	?	-1%	8%	12%	-1%	9	.	6%
O=C(NCc1ccco1)c1cnn2c1NC(c1ccc(Br)cc1)CC2C(F)(F)F (stereo unspecified)	?	i	?	?	-18%	?	-28	?	0%
CN(Cc1ccc(Cl)cc1Cl)C(=O)CN1C(=O)NC2(CCCC2)C1=O	-14%	?	-2%	-6%	-15%	3%	-6	0%	-3%
Cc1ccccc1NC(=O)Cc1nc(COC(=O)/C=C/c2ccccc2)cs1	4%	i	-109%[inhibitor]	10%	0%	1%	39	24%	-14%
O=C(Nc1ccc2c(c1)[C@@H]1C[C@@H](CC(=O)N3CCOCC3)O[C@@H](CO)[C@@H]1O2)NC1CCCC1	7%	i	.	6%	12%	.	28	27%	1%
CCOc1ccccc1NC(=O)c1c(NC(=O)c2ccncc2)sc2c1CCC(C(C)(C)C)C2 (stereo unspecified)	.	i	.	.	-5%	.	.	0%	5%

As a working copy, some entries already given.
SMILES	HT1080 IDH1KD tx	S2 tox	SW480 rereplic	HT1080NT lethal	ATXN2 expr inh	MCF10A rereplic	IL-1B inflam inh	KB-3-1 tox	HepG2 viability
O=C(O)c1ccc(N2CC3CC(C2)c2cccc(=O)n2C3)c(NC(=S)Nc2ccc(Br)cc2)c1 (stereo unspecified)	-15%	i	1%	-11%	-4%	1%	-1	-7%	-14%
O=C(NCCN1CCOCC1)c1ccc(Cl)c(S(=O)(=O)N2CCCC2)c1	-1%	i	-5%	0%	-13%	?	5	.	-7%

Other compounds
SMILES	HT1080 IDH1KD tx	S2 tox	SW480 rereplic	HT1080NT lethal	ATXN2 expr inh	MCF10A rereplic	IL-1B inflam inh	KB-3-1 tox	HepG2 viability
Cc1ccc(NS(=O)(=O)c2cccs2)nc1	8%	i	1%	23%	1%	1%	-2	-7%	-27%
CC1CCN(S(=O)(=O)c2ccc3c(c2)c(=O)c(C(=O)N2CCCCC2)cn3C)CC1	0%	i	-7%	7%	7%	0%	-10	-3%	10%
Cc1cc(C)cc(N(CCC(=O)O)S(=O)(=O)c2ccc3ccccc3c2)c1	-12%	?	?	-5%	18%	8.2µM*	19	-8%	-24%
O=C(O)c1[nH]c2ccccc2c1C=NCc1ccccc1Cl	-7%	i	-2%	-10%	.	?	2	-1%	-12%
COc1ccc(S(=O)(=O)O)cc1P(=O)(c1ccccc1)c1ccccc1	23%	i	0%	12%	1%	-2%	-14	3%	7%
CN(C)c1ccc(-n2cccc2/C=C2/SC(=Nc3ccc(F)cc3)NC2=O)cc1	8%	?	?	9%	?	-10%	35	0%	-1%
CC(=O)N[C@@H](Cc1c[nH]c2ccccc12)C(=O)NC1CCCc2ccccc21 (stereo partly specified)	0%	i	11%	-2%	2%	11%	5	28%	-10%
O=C(CSC(=S)N1CCOCC1)Nc1nc(-c2ccccc2)c(-c2ccccc2)o1	-18%	i	10%	-16%	-2%	15%	-7	3%	-27%
Cc1ccc(NC(=O)CCC(=O)OCC(=O)c2ccc(-c3ccccc3)cc2)cc1	12%	i	-11%	3%	-4%	-1%	0	1%	3%
COC(=O)c1sc(S(=O)(=O)NCC(=O)O)c(C(=O)OC)c1C	3%	i	-2%	4%	3%	2%	28	1%	-1%
Cn1c2ccccc2c(=O)c2ccc(NCc3ccc4c(c3)OCO4)cc21	-13%	i	3%	-3%	-29%	?	-4	0%	-10%
O=C(CN1C(=O)c2cccc([N+](=O)[O-])c2C1=O)N1CCc2ccccc2C1	-1%	?	.	0%	.	.	19	6%	13%
CC1CN(C(=O)COC(=O)c2cnc(Cl)c(Cl)c2)CC(C)O1 (stereo unspecified)	5%	i	-3%	2%	4%	?	-72*	.	5%
Cc1ccc(CNC(=O)CCCCCn2c(=O)c3sccc3n(CC(=O)N3CCCCC3C)c2=O)cc1 (stereo unspecified)	.	i	.	.	13%	.	.	-5%	1%
O=C(COC(=O)c1ccc([N+](=O)[O-])s1)Nc1cccc(S(=O)(=O)NC2=NCCCCC2)c1	1%	i	-1%	1%	.	-3%	-17	1%	-42%
